mIAP act: mouse IAP activation; muIAP, CDP-Star luminescence, 30 min; active compounds read high; 1 = vehicle-only enzyme signal, 0 = enzyme-free wells; activation factor at 10 µM; actives 0.24% (n = 330,000); AID 2805;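 active = activation factor of at least 2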; note: the source names both 10 and 20 µM as test concentration; values of inactives mirror those of a sister screen read the other way
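Assay system: mouse IAP enzyme; reagent: chemiluminescent substrate CDP-Star; dosing: test compounds delivered from DMSO solution; schedule: 30 min at room temperature; measured by: luminescence from enzymatic CDP-Star hydrolysis; controls: DMSO-only wells and no-enzyme negative control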
hIAP block: blocks human intestinal alkaline phosphatase; P09923; purified IAP, CDP-Star luminescence, 30 min; inhibition, % at 10 µM; actives 0.12% (n = 330,000); AID 2544;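 active = inhibition reaching a set limit with compound at 10 µM in the primary screen, cut at about 35% in these data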;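 note: plate controls were DMSO wells with enzyme for no effect and no-enzyme buffer wells for full effect; values of inactives mirror those of a sister screen read the other way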
ATG4B inhibitor: inhibitors of human ATG4B cysteine protease. ATG4B cleavage of LC3-PLA2, NBD-HPC fluorescence, 1 h. inhibition, % at 8.33 µM. actives 0.51% (n = 340,000). AID 504462; in the data active = inhibition above about 40%
Target sequence (Q9Y4P1 whole entry, looked up): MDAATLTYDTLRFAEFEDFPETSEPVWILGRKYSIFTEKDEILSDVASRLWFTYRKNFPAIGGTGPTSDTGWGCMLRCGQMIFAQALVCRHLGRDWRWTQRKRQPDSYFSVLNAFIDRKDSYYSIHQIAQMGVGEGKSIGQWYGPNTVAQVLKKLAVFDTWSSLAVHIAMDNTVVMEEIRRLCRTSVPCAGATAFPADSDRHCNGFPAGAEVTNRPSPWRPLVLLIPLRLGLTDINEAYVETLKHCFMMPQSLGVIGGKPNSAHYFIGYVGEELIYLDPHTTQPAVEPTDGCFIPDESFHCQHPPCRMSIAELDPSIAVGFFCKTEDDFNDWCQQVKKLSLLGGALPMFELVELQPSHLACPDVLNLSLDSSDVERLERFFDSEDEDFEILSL
mIAP block: mouse IAP inhibition; inhibition, % at 10 µM; purified mouse IAP, CDP-Star luminescence, 30 min; AID 2806; actives 0.2% (n = 330,000);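 active = inhibition of at least 40% at 10 µM in the primary screen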;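 note: plate controls were DMSO with enzyme for no effect and no enzyme wells for full effect; values of inactives mirror those of a sister screen read the other way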
A3A deaminase: inhibitors of human APOBEC3A DNA deaminase; P31941; AID 493011; inhibition, % at 20 µM; actives 0.41% (n = 330,000); recombinant A3A, FAM/TAMRA ssDNA deamination fluorescence;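 active = at least 40% inhibition at 20 µM here, with at most 30% in a related deaminase screen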;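 note: plate controls were A3A with DMSO for no effect and wells lacking A3A enzyme for full effect; some results filed as inactive read as strong as hits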
Target sequence (P31941 whole entry, looked up): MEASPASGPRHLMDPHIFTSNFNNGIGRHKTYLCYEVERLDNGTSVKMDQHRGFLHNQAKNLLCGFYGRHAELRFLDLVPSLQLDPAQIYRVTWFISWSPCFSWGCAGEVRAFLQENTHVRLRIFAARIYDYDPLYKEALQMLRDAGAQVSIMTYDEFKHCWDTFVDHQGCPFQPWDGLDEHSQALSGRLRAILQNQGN
MPTP inh: blocks calcium-induced mitochondrial swelling | isolated mouse mitochondria, Ca2+ swelling absorbance, 30 min | inhibition, % at 10 µM | actives 1.4% (n = 360,000) | AID 602449;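 active = inhibition of 50% or more, scaled per plate between neutral and stimulator controls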;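 note: 0% = DMSO wells given calcium and 100% = 1 mM EGTA wells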
hIAP act: human IAP activation; purified human IAP, CDP-Star luminescence, 30 min; active compounds read high; 1 = vehicle-only enzyme, 0 = enzyme-free background; P09923; actives 0.16% (n = 330,000); activation factor at 10 µM;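 active = activation factor of the enzyme at least 2-fold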; note: the source names both 10 and 20 µM as test concentration; values of inactives mirror those of a sister screen read the other way
MIN6 prolif: MIN6 beta-cell proliferation induction | MIN6 cells proliferation, ATPlite luminescence, 48 h; cells starved in 0.2% serum; 100% = growth in 10% serum | proliferation, % at 10 µM | actives 0.29% (n = 330,000) | AID 2380;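 active = compounds whose signal lies at least 3.5 SD above the mean of all wells on their plate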;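 note: 0% = DMSO-treated cells in low-serum medium and 100% = 10% serum control; some compounds called inactive have numbers as strong as hits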
APOBEC3G inh: APOBEC3G (human) deaminase inhibition | actives 0.28% (n = 330,000) | recombinant A3G, ssDNA deamination FAM/TAMRA fluorescence | AID 493012 | inhibition, % at 20 µM | Q9HC16;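 active = inhibition of at least 40% at 20 µM, with no more than 30% in the related APOBEC3A deaminase screen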;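 note: plate controls were DMSO wells with A3G for no effect and wells lacking A3G enzyme for full effect; some compounds called inactive have numbers as strong as hits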
Target sequence (Q9HC16 whole entry, looked up): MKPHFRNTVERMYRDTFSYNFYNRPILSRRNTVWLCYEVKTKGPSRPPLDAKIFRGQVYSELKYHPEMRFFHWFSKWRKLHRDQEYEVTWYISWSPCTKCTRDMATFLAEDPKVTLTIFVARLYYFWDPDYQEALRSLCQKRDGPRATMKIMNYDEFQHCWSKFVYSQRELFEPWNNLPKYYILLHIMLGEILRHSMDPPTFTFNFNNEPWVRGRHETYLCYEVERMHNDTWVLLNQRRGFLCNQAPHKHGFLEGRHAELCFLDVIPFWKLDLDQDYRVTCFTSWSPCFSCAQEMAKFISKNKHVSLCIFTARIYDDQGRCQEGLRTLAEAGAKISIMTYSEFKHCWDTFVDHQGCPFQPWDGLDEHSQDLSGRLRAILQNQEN
Active calls of the source: *.

SMILES	MIN6 prolif	ATG4B inhibitor	mIAP act	hIAP block	mIAP block	hIAP act	A3A deaminase	APOBEC3G inh	MPTP inh
COc1ccc(NC(=O)CSc2nc3c(c(=O)n2-c2ccc(F)cc2)SCC3)cc1	-3	2	1.1	-3	-12	1	-1	-5	-0.8
Cc1cnc(-c2nnc(N(C)C(=O)c3cccnc3)s2)cn1	-1	-5	1.1	13	-8	0.87	-4	-3	-1.3
Cc1cc(/C=N/NC(=O)C(=O)NCc2ccccn2)c(C)n1-c1cccc(Br)c1	-2	8	0.93	10	7	0.9	-6	-6	3.0
O=C(NNC(=O)c1cccnc1SCc1cccc([N+](=O)[O-])c1)c1ccc(F)cc1	0	6	0.96	-52	4	1.5	-1	-4	1.5
C#CCOCCOCCOCCNc1nc(N2CCN(C(=O)[C@H]([C@@H](C)CC)n3cc([C@@H](N)CC(C)C)nn3)CC2)nc(N2CCN(C(=O)[C@H](CCCCN)n3cc([C@@H](N)CO)nn3)CC2)n1	-2	-6	0.92	-5	8	1	3	-7	-2.3
COc1cc(NC(=O)Cn2nc(C(F)(F)F)c3c2CCCC3)cc(OC)c1OC	-3	-3	1.1	-13	-11	1.1	-3	-4	-0.4
COc1ccc(NC(=O)Cn2c(=O)n(Cc3ccco3)c(=O)c3ccccc32)cc1	-4	-16	1.2	-13	-15	1.1	-6	-6	1.1
COc1ccccc1N1CCN(S(=O)(=O)c2ccc3c(c2)NC(=O)C(C)C(=O)N3)CC1 (stereo not given)	-3	4	0.88	11	12	0.89	1	1	1.0
C=CCn1c(=O)c2ccccc2n2c(SCC(=O)Nc3sc(C(=O)N(CC)CC)c(C)c3C(=O)OCC)nnc12	-3	-26	0.89	3	11	0.97	0	-5	2.8
O=C(CCSCc1ccccc1Cl)NCc1cccs1	-2	6	1.1	-17	-7	1.2	2	-11	-0.6

The last 2 compounds of the section above are carried over, then new ones follow:
SMILES	MIN6 prolif	ATG4B inhibitor	mIAP act	hIAP block	mIAP block	hIAP act	A3A deaminase	APOBEC3G inh	MPTP inh
C=CCn1c(=O)c2ccccc2n2c(SCC(=O)Nc3sc(C(=O)N(CC)CC)c(C)c3C(=O)OCC)nnc12	-3	-26	0.89	3	11	0.97	0	-5	2.8
O=C(CCSCc1ccccc1Cl)NCc1cccs1	-2	6	1.1	-17	-7	1.2	2	-11	-0.6
CC(C)(C)c1ccc(C(=O)N2CCN(c3nc4ccccc4o3)CC2)cc1	-5	-5	0.92	13	8	0.87	1	6	52*
CCCN1C2CCCC1CC(NC(=S)Nc1cccc(C)c1C)C2 (stereo not given)	2	-4	1.1	-17	-7	1.2	-8	-8	2.3
CNC(=O)c1ccc(NC(=O)Cc2ccc(S(=O)(=O)N3CCOCC3)s2)cc1	-4	1	0.96	15	4	0.85	4	-1	-1.4
N#C/C(=C(/O)COC(=O)COc1cccc(Br)c1)c1nc2ccccc2[nH]1	-1	-8	0.65	-29	35	1.3	2	2	1.2
COC(=O)c1ccc(COc2ccc(C(=O)c3ccccc3)cc2)o1	-3	3	0.96	2	4	0.98	-3	-6	-0.9
O=C(NC1CCCC1)C1CCC(=O)N1CCc1ccccc1 (stereo not given)	-2	0	1.1	-4	-6	1	5	1	-0.4
Cn1cc([N+](=O)[O-])c(C(=O)Nc2ccc(C3CCCCC3)cc2)n1	-1	-6	1	7	-3	0.93	-3	-8	-0.7
CCOc1ccc(-c2c(C(=O)N/N=C/c3ccsc3)nnn2-c2nonc2N)cc1	-1	-1	1	-5	-1	1	2	-2	-2.2
CCN1CCN(c2ccc([N+](=O)[O-])cc2S(=O)(=O)N2CCOCC2)CC1	-1	6	0.94	7	6	0.93	2	-2	0.5
O=C1CSc2ccc(C(=O)N3CCN(c4ccccn4)CC3)cc2N1	-2	-12	0.97	0	2	1	-6	-9	-1.3
CC(/C=C/c1ccco1)=N/NC(=O)C1COc2ccccc2O1 (stereo not given)	-3	-4	1	-19	-3	1.2	-7	0	-0.7
CC(=O)NNC(=S)NCCc1ccccc1	-3	-4	1	-83	-3	1.8	-9	-4	-0.9
Cc1ccc(/C=N\Nc2cn[nH]c(=O)c2Cl)cc1	4	-8	1	0	-1	1	0	-6	-3.6
COC(=O)C1N[C@@H]([C@@H](NC(=O)COc2ccccc2)C(=O)NCc2ccccc2)SC1(C)C (stereo not given in full)	-2	-14	1.1	-6	-10	1.1	-5	-11	-0.6
COc1ccc(C2C(C(=O)NCCN(C)C)c3cc(OC)c(OC)cc3C(=O)N2C)cc1OC (stereo not given)	-3	-14	0.91	-3	9	1	0	-4	-1.1
COC(=O)C1=CN(C)C=C(C(=O)OC)C1c1ccc(Cl)cc1Cl	-6	-10	0.99	9	1	0.91	0	-3	1.2
COc1ccc(N2C(=NC(=O)c3ccccc3)SC3CS(=O)(=O)CC32)cc1 (stereo not given)	1	-14	1.1	-1	-7	1	-4	-7	-0.2
CC1=C(C(=O)N(C)C)C(c2cccc(Cl)c2)NC(=O)N1 (stereo not given)	0	-9	0.99	-7	1	1.1	-2	-2	-4.3
O=C(NC1CCC(O)CC1)c1cc(-c2ccc(Cl)cc2)nc2ccccc12 (stereo not given)	-4	-4	0.85	4	15	0.96	1	-4	-0.8
CCOC(=O)c1c(N)n[nH]c1-c1ccc(OC)cc1	5	2	0.93	13	7	0.87	-1	-4	-3.5
CCc1cc(CC)c(/C=N/NC(N)=O)c(CC)c1/C=N/NC(N)=O	1	-6	0.97	-1	3	1	-1	-3	-0.5
CCOC(=O)CSc1nnc(CSc2nc3ccccc3s2)n1C	-3	3	1.1	-5	-12	1.1	-3	-6	-0.1
CCc1ccccc1NC(=O)c1cc(-c2ccco2)on1	0	12	0.91	10	9	0.9	-4	-8	7.1
c1ccc(-n2c(Sc3cnccn3)nnc2-c2cccs2)cc1	-2	-2	1	0	-1	1	-1	-6	-0.7
COc1cc(NC(=O)CSc2cc(C)c3cc(C)cc(C)c3n2)c(C(=O)O)cc1OC	-4	-1	1.1	-10	-7	1.1	-1	-3	5.0
Cc1cc(C)cc(N(CCC#N)C(=O)COC(=O)CCc2c[nH]c3ccccc23)c1	0	-10	0.98	-12	2	1.1	-4	-4	-1.8
CCCCN(Cc1ccco1)C(=O)c1cc2c(=O)[nH]c3ccc(C)cc3c2s1	-5	-13	1	11	-1	0.89	0	1	2.4
Cn1c2c(c(O)c(-c3ccccc3)c1=O)C(=O)CC(C)(C)C2	2	0	1	12	0	0.88	-1	-6	3.9
Cc1ccc(CS(=O)(=O)CCC(=O)NCCc2ccccc2)cc1	-1	-7	0.98	-15	2	1.1	-1	-1	-1.5
CCn1c(C)nnc1SCC(=O)Nc1ccccc1OC	-1	-7	1.3	-58	-25	1.6	-5	-2	-1.6
COc1cccc(N2C(=O)C3CCCN3C2c2ccc(Cl)cc2)c1 (stereo not given)	-3	-4	0.96	13	4	0.87	-6	-7	-1.2
Cc1noc(C)c1CSCC(=O)Nc1ccc(Br)cc1Cl	4	-7	0.95	-7	5	1.1	-1	-6	0.1
COc1ccc(-n2nnnc2-c2cn(C)nc2C(F)(F)F)cc1	2	5	1	2	-2	0.98	0	-4	2.2
CCOc1ccc2c(c1)C(c1cccs1)=NNC(c1cccnc1)=N2	-4	16	0.91	7	9	0.93	-3	-7	1.1
O=C1C(=O)N(CCCO)C(c2ccccc2)/C1=C(\O)c1ccc(Br)cc1 (stereo not given)	-3	-8	0.96	4	4	0.96	-5	-11	-0.9
C(=N\NC1=NCCN1)/c1ccncc1	-4	3	1	-4	-3	1	-2	-6	-1.0
CCCC(=O)N1CCN(c2ccc(NC(=O)C(C)(C)C)cc2Cl)CC1	0	-5	1.2	-5	-15	1.1	-7	-4	2.4
CCCC(=O)Nc1ccccc1-c1nnn(CC(=O)Nc2ccc(OC)cc2)n1	0	-3	1.1	7	-6	0.93	4	-4	15
O=C(OCC(=O)N1CCc2ccccc21)c1ccccc1F	-2	0	0.98	7	2	0.93	0	-5	-0.3
COc1cc(/C=C2/SC(=S)N(c3c(C)n(C)n(-c4ccccc4)c3=O)C2=O)ccc1O	-1	11	0.76	24	24	0.76	-2	-7	12
Cc1c(C(=O)O)c(-c2ccccc2)nn1-c1ccccc1	-1	-2	1	5	-4	0.95	3	-3	-1.7
COc1cc(CN2CCCC(CO)(Cc3cccc(Cl)c3)C2)cc(OC)c1O (stereo not given)	-4	0	0.98	12	2	0.88	-4	-4	-0.5
O=C(CNC(=O)c1[nH]cnc1C(=O)N[C@@H](Cc1ccccc1)C(=O)OCc1ccccc1)OCc1ccccc1	-9	-19	0.98	-32	2	1.3	-5	-10	2.0
O=C(Nc1c[nH]c2c(Cl)cccc2c1=O)N1CCN(c2ccccn2)CC1	-3	-8	1.1	-16	-5	1.2	-5	-5	-1.7
COC(=O)C(NC(C)=O)(Nc1cc(C)ccn1)C(F)(F)F (stereo not given)	2	1	1.1	-6	-13	1.1	-4	-11	-0.2
CC(C)C(=O)NCCc1nc2ccccc2n1CCCOc1ccc(Cl)cc1	0	-12	1.1	-11	-8	1.1	2	-8	-0.1
CN(CC(=O)NC1CCCC1)S(=O)(=O)c1cccc(Cl)c1	-1	-4	1	-18	0	1.2	-1	-10	0.1
CCCN[C@@H]1C(=O)N2C(C(=O)OCCC)=C(C)CS[C@H]12	-4	-6	0.93	-3	7	1	-3	1	-1.1
CC(=O)Oc1ccc(C2(C)CC(C)(C)NC(=S)N2C)c(OC(C)=O)c1 (stereo not given)	0	7	1	12	-4	0.88	0	-12	0.2
CCN(CC)S(=O)(=O)c1ccc(-n2cnc3cc(C)c(C)cc32)nc1	0	-11	0.96	1	4	0.99	-4	-10	1.0

Going on with the list.
SMILES	MIN6 prolif	ATG4B inhibitor	mIAP act	hIAP block	mIAP block	hIAP act	A3A deaminase	APOBEC3G inh	MPTP inh
CC(C)(C)n1nc2c(c1NC(=O)C1CC(=O)N(c3ccc(Cl)cc3)C1)CS(=O)(=O)C2 (stereo not given)	-2	2	1	0	-1	1	4	-4	0.3
Cc1ccc(COC(=O)c2cccc(S(=O)(=O)N3CCCCCC3)c2)cc1	-7	-10	1.1	-2	-14	1	-2	3	0.9
CCSc1nnc(-c2sc3nnc(-c4ccccc4)c(-c4ccccc4)c3c2N)o1	-2	-3	1.1	9	-7	0.91	-21	-14	0.8
CCOC(=O)c1[nH]c(C)c(C(=O)OCC(=O)N2CCCCC2C)c1C (stereo not given)	2	-10	1.1	-14	-6	1.1	-8	-6	0.6
COc1ccc(CCNC(=O)CC(Cc2ccccc2)C(=O)O)cc1OC (stereo not given)	0	-1	0.96	-3	4	1	-4	-11	-1.2
Cc1cccn2cc(CCNS(=O)(=O)c3ccc4c(c3)OCCO4)nc12	4	-2	0.92	6	8	0.94	-1	0	-0.7
COc1cccc(Nc2nnc(SCc3nc4ccccc4s3)s2)c1	0	-4	0.86	1	14	0.99	-5	-13	1.9
COc1cc(NC(=S)NCCCN2CCOCC2)c(OC)cc1NC(=O)c1ccco1	0	-8	1	11	-3	0.89	-2	-7	-3.5
O=C(NC(NC(=S)Nc1cccc(C(=O)O)c1)C(Cl)(Cl)Cl)OCc1ccccc1 (stereo not given)	-2	-3	0.94	-4	6	1	1	-1	-0.3
Cc1cc(NC(=O)CSc2nnc(Cc3ccccc3)n2C)no1	0	-7	1	-9	-5	1.1	0	-1	-0.7
CCc1ccc(C(=O)NNC(=O)c2cccc(S(=O)(=O)N3CCN(C)CC3)c2)cc1	-4	8	0.95	-29	5	1.3	4	0	-1.5
